TPT1 inhibitor – Candida albicans TPT1 enzyme inhibitors, primary screen, biochemical, fluorescence polarization. recombinant caTPT1, FP RNA substrate dephosphorylation. inhibition, % at 5 µM. hit rate 0.81% among 300,000. AID 1962, 2009;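 active means inhibition above the mean of all tested compounds plus 3 SD, set per screening campaign, cut at about 24% in these data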;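 further: plate controls were DMSO alone for no effect and ferristatin control at 100 nM for full effect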
AHR act – AHR activators, primary screen, cell-based, luminescence, luciferase reporter, human; Aryl hydrocarbon receptor (Homo sapiens), P35869; activation, % at 5 µM; AHR-responsive luciferase reporter cells; AID 2796, 2010; hit rate 2.5% among 320,000; in the data active means activation above about 47%;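 further: 0% = vehicle wells and 100% = reference agonist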
Target sequence (P35869 whole entry, looked up): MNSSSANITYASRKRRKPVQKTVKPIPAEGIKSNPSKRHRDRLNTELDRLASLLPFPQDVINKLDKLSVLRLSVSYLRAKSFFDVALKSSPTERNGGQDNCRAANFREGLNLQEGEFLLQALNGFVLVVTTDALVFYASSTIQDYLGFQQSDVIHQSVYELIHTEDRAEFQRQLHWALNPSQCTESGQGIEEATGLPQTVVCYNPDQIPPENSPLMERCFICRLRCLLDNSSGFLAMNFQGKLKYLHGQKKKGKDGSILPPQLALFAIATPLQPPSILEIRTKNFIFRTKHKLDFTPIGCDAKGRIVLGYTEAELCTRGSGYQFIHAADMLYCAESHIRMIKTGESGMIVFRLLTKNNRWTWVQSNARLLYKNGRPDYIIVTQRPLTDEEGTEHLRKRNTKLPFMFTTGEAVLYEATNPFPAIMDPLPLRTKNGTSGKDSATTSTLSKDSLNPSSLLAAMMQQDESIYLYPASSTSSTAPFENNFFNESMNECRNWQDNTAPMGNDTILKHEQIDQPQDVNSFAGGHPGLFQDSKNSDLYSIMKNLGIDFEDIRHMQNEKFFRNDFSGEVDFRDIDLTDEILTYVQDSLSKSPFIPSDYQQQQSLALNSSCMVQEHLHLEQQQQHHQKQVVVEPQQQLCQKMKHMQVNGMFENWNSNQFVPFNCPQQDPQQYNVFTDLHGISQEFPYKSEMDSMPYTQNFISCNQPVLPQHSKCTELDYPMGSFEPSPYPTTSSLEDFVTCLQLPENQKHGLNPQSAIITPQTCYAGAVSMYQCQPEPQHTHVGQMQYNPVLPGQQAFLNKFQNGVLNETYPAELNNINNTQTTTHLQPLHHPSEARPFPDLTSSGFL
PAFAH2 FP inh – PAFAH2 enzyme inhibitors, primary screen, biochemical, fluorescence polarization, human; recombinant PAFAH2, FP-rhodamine activity probe; inhibition, % at 3.39 µM; hit rate 0.99% among 340,000; AID 492956, 2010; Platelet-activating factor acetylhydrolase 2, cytoplasmic (Homo sapiens), Q99487;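 active means inhibition above the mean over all tested compounds plus 3 SD, cut at about 30% in these data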;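 further: inhibitors block probe labeling of enzyme so polarization drops; 0% = enzyme with DMSO and 100% = wells lacking PAFAH2 protein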
HCV core dimer – inhibitors of HCV core protein dimerization, primary screen, biochemical, TR-FRET, high-throughput; inhibition, % at 5 µM; TR-FRET GST/Flag-core106 dimerization, 1536-well; hit rate 0.33% among 300,000; AID 1899, 2009;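 active means inhibition above the mean of all tested compounds plus 3 SD, set per screening campaign, cut at about 45% in these data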
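System – GST-tagged and Flag-tagged HCV core protein residues 1-106 · Repeats – one well for each compound · Technique – TR-FRET 671 and 617 nm emission · Doses – one concentration, 5 µM, in 0.5% DMSO · Times – 4 h, 22.5 °C incubation · Also added – Eu donor and XL665 acceptor anti-tag antibodies · Measure – percent inhibition of core106 dimerization signal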
procasp3 activ – activators of human procaspase-3 D3A mutant, primary screen, biochemical, absorbance, PC-3 D3A mutant, single concentration. Caspase-3 (Homo sapiens), P42574. AID 463141, 2010. recombinant procaspase-3 D3A, Ac-DEVD-pNA absorbance 405 nm. hit rate 0.11% among 330,000. activation, % at 8.5 µM;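 active means activation above the mean of all tested compounds plus 3 SD, cut at about 21% in these data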;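 further: 0% = DMSO alone and 100% = DMSO wells spiked with extra 5 µM PC-3 D3A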
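Evaluation: percent activation relative to control range; Material: Procaspase-3 D3A mutant, all three cleavage aspartates alanine; Compound: single dose, 8.5 µM nominal compound, 0.8% DMSO; Replication: one well per compound; Signal: absorbance at 405 nm, 0 and 120 min; Schedule: 1 h preincubation plus 2 h reaction at 25 °C.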
proCasp7 act – procaspase-7 activators, primary screen, counter-screen for procaspase-3 activator project, biochemical, absorbance, HTS, human | recombinant procaspase-7, Ac-DEVD-pNA absorbance 405 nm; D23A/D198A/D206A triple mutant, cannot self-cleave; scale: DMSO 0, 5 µM enzyme 100 | activation, % at 8.5 µM | hit rate 0.093% among 330,000 | AID 463210, 2010;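 active means percent activation above the screen-wide mean plus 3 SD, cut at about 25% in these data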
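Detection: p-Nitroaniline absorbance at 405 nm, read at 0 and 120 min; system: Uncleavable procaspase-7 mutant enzyme; evaluation: % activation from two-timepoint absorbance difference, scaled to controls; times: 1 h enzyme–compound preincubation and 2 h substrate reaction, both 25 °C; buffer or medium: Zinc-free HEPES pH 7.4 with 300 mM NaCl, 0.01% Triton X-100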
Fh CTSL1 inh – Fasciola hepatica cathepsin L1 inhibitors, primary screen, counter-screen for PFM18AAP inhibitor project, biochemical, QFRET, fluorogenic peptide substrate | recombinant F. hepatica cathepsin L1, Z-Leu-Arg-MCA fluorescence | inhibition, % at 5.96 µM | hit rate 0.49% among 300,000;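 active means inhibition above the mean of all tested compounds plus 3 SD, set per screening campaign, cut at about 17% in these data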;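 further: 0% = plate median of test compound wells and 100% = 1 µM Z-Phe-Ala-diazomethylketone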
PP5 primary – PP5 phosphatase inhibitors, primary screen, biochemical, fluorescence. inhibition, % at 6.7 µM. Serine/threonine-protein phosphatase 5 (Homo sapiens), P53041. hit rate 0.18% among 320,000. purified PP5c, OMFP substrate fluorescence;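 active means inhibition above the campaign's mean inhibition across all tested compounds plus 3 SD, cut at about 9.5% in these data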;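 further: 0% = DMSO only and 100% = 100 µM cantharidin control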
PP1 counter – PP1-alpha phosphatase inhibitors, primary screen, counter-screen for PP5 inhibitor project, biochemical, fluorescence, OMFP substrate, single point; Serine/threonine-protein phosphatase PP1-alpha catalytic subunit (Homo sapiens), P62136; purified PP1alpha; inhibition, % at 6.7 µM; hit rate 0.9% among 320,000; AID 2235, 2010;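 active means inhibition above the mean inhibition of all tested compounds plus 3 SD, computed separately for each screening campaign, cut at about 15% in these data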
The depositor's hits bear a star; i = inactive; nt = not tested or not shown.

canonical_smiles	TPT1 inhibitor	AHR act	PAFAH2 FP inh	HCV core dimer	procasp3 activ	proCasp7 act	Fh CTSL1 inh	PP5 primary	PP1 counter
CCOC(=O)C1=C(O)C(=O)N(c2ccc(S(N)(=O)=O)cc2)C1c1ccc(OC)cc1 (stereo not drawn)	0	-3	4	-1	1	3	1	1.4	9
C=CCc1cc(C=O)cc(OC)c1OCc1c(Cl)cccc1Cl	0	4	5	5	3	-2	-2	2.0	4
COC(=O)c1cc(S(=O)(=O)N2CCOCC2)c(Cl)cc1N1CCOCC1	0	2	2	-2	2	8	1	1.1	1
O=C(CCc1c[nH]c2ccccc12)NC1CC1	1	1	5	-6	4	-4	-2	2.1	-2
O=[N+]([O-])c1c(Nc2ccccc2)ccc2nonc12	1	-1	4	0	9	7	1	0.3	0
Cc1ccc(OCc2nnc(SCc3cc(=O)[nH]c4ccccc34)o2)cc1	-7	27	-7	9	8	16	1	3.4	0
Cc1ccc2c(c1)nc(-n1nc(C)cc1C)c1nnnn12	14	24	-5	2	9	6	3	0.1	-4
CCc1ccc(NC(=O)Cn2c3[n+](c4c(F)c(F)ccc42)CCCCC3)cc1	6	6	0	-3	-6	-8	2	0.6	-4
CC(C)C(NC(=O)C1CCC(C(C)(C)C)CC1)C(=O)NCCCN1CCCCC1 (stereo not drawn)	-3	2	5	-1	3	0	-4	0.0	0
Cc1ccc(/C=N/n2c(=O)c(C(C)(C)C)nn3cnnc23)cc1	1	1	1	-13	4	7	3	1.7	4
COc1ccc(CNc2ccc(C)c(C)c2)cc1	-5	8	6	-5	6	3	1	1.5	0
O=S(=O)(Nc1ccc(S(=O)(=O)N2CCCCCC2)cc1)c1cccs1	1	-1	14	-1	14	5	1	3.1	-3
Cc1cc[n+](CC(=O)Nc2ccccc2)cc1	1	6	4	-1	1	9	4	-2.1	1
COc1cccc(C(=O)N2CCN=C2SC)c1	-1	4	0	-1	8	8	1	-0.4	0
NC(=O)c1ccccc1OCC(=O)Nc1ccc(Cl)c(Cl)c1	-3	44	-4	0	4	-1	0	2.6	-3
Cc1cccc(NC(=O)COC(=O)c2ccccc2SCC(=O)N2CCCC2)c1	-1	4	88*	4	11	4	-12	-0.2	1
O=c1[nH]cnc2c1ncn2Cc1ccc([N+](=O)[O-])cc1	-8	-2	5	-6	4	-2	1	3.4	0
Cc1cc(=O)[nH]c(SCc2cc(Cl)ccc2OC(F)F)n1	0	11	2	1	3	-6	-5	-0.5	0
CN(CC(=O)NCc1cccnc1)S(=O)(=O)c1ccc2c(c1)c(=O)n(C)c(=O)n2C	0	2	-3	1	5	12	-1	1.5	-1
Oc1cccc(Nc2ncnc3ccccc23)c1	3	10	3	6	8	4	13	4.7	2
N#Cc1cccc(-c2nnc(SCc3ccccc3C#N)o2)c1	-3	-2	2	-4	-2	-7	-2	-6.5	-3
CCN(CC)S(=O)(=O)N1CCC(C(=O)NCCN2CCOCC2)CC1	0	1	-2	-1	9	0	-3	3.5	-4
CN1CCN(C(=O)CCn2nc(-c3ccccc3)c3ccccc3c2=O)CC1	-5	0	2	-2	8	9	-3	-0.2	3
Cc1ccc(C(=O)NCC(=O)OCC(=O)NC(C)c2ccccc2)s1 (stereo not drawn)	0	1	7	-3	-3	-1	-15	0.5	2
COc1ccc(OC)c(NC(=O)COC(=O)CCC2CCCC2)c1	nt	0	15	nt	1	2	nt	2.9	-2
O=C(CSc1nnc2ccccn12)NC(=O)c1cccc([N+](=O)[O-])c1	nt	1	5	nt	4	-4	nt	nt	nt
NS(=O)(=O)c1ccc(CCNS(=O)(=O)c2ccc(Cl)nc2)cc1	0	3	6	-2	-4	-4	-2	0.1	-2
CCOC(=O)N1CCN(C(=O)/C(=C/c2cccs2)NC(=O)c2ccc(OC)c(OC)c2)CC1	2	6	11	-5	-7	-14	-6	0.3	1
C=C(C)CN(CC)C(=O)CCc1nnc(CCCc2ccccc2)o1	-2	5	2	-3	2	3	0	1.1	1
CCNc1nc(Oc2ccc(=O)n(-c3ccccc3)n2)nc(N(C)C)n1	0	4	-8	0	2	11	2	1.7	-1
COc1ccc(Cl)cc1NC(=O)CCN1C(=O)C2CC=CCC2C1=O (stereo not drawn)	-1	3	8	-6	-2	4	0	0.6	0
COc1ccc(/C=C2/SC(=O)N(CC(=O)Nc3cc(C)on3)C2=O)cc1OC	-2	3	2	i	5	2	0	2.6	0
Cc1nc(SCC(=O)Nc2ccccc2C(F)(F)F)c(C#N)c(C)c1CC(=O)c1ccc(Br)cc1	7	2	nt	7	4	-3	-3	-3.4	-3
Cc1c(N=C/C=C/c2ccccc2)c(=O)n(-c2ccccc2)n1C	-1	-2	4	5	-1	-5	0	0.8	-3
COC(=O)c1cc(NC(=O)c2cccc(Cl)c2)c(=O)oc1/C=C/Nc1cc(C)cc(C)c1	194*	3	nt	8	-10	0	1	-2.0	-3
CCCc1cc(=O)oc2c(C)c(OCC(=O)NCc3ccccn3)ccc12	-4	66*	4	6	9	2	-1	1.5	-9
CN1CCN(CC(=O)Nc2c(C#N)cnn2-c2ccccc2)CC1	-1	6	nt	-2	4	6	-3	-0.7	-1
Cc1occc1C(=O)Nc1cc(=O)n(C)c(=O)n1C	-7	66*	-2	-3	1	-9	0	0.4	-3
CC1CN(c2ccc(NC(=O)c3ccco3)cc2C(=O)O)CC(C)O1 (stereo not drawn)	4	2	3	-5	4	0	-2	-0.1	-5
CCCOc1ccc(C(CC(=O)O)NC(=O)CC(c2ccccc2)c2ccccc2)cc1 (stereo not drawn)	1	3	nt	9	1	4	5	3.0	0
O=C1CCC(c2ccccc2)(c2ccccc2)CC1	2	0	-2	-5	2	1	4	1.0	2
Fc1ccc(CSc2ccc3nnc(-c4cccs4)n3n2)cc1	-1	3	3	-87	-1	-9	1	2.9	-4
CCc1ccccc1NC(=O)N1C2CCCC1CC(NC(C)=O)C2 (stereo not drawn)	2	0	2	1	0	6	-2	-1.8	-3
Cc1ccc(Cl)cc1N1CCN(S(C)(=O)=O)CC1	3	-3	1	1	-7	7	-1	3.1	-4
COc1ccc(NC(=O)C2CCCN(c3cnccn3)C2)c(OC)c1 (stereo not drawn)	-1	20	5	-9	-5	5	1	0.8	-3
Cc1c(C(=O)OC2CCCCC2)[nH]c2c1C(=O)CC(C)(C)C2	-2	12	-1	-4	-11	1	3	3.2	1
CCOc1cc(CNn2nnnc2N)ccc1OCC(=O)NC(C)(C)C	0	2	-6	-1	11	15	-3	1.1	6
CC(C)CC(c1nnnn1Cc1ccc2c(c1)OCO2)N1CCC(C(N)=O)CC1 (stereo not drawn)	8	-1	-5	1	-2	5	2	0.8	-2
CCOCCCNCc1cc(Br)ccc1OCc1ccccc1	0	16	1	-19	11	-9	2	1.0	-4
CCOC(=O)C(=O)N/N=C/c1ccco1	-1	-1	4	2	-4	1	3	0.3	-1
COc1ccc(NC(=O)c2ccc(Cl)nc2)cc1S(=O)(=O)N1CCOCC1	nt	92*	2	nt	2	-5	nt	-0.1	0
Clc1cc(Cl)c2nc(N3CCCC3)sc2c1	0	88*	2	-5	12	2	-1	1.4	1
CCOP(=O)(c1ccccc1)C1(C#N)CCCC1 (stereo not drawn)	-5	-1	-5	-14	-7	-7	10	-7.2	2
C=CCNc1ncnc2c1cnn2-c1ccc(Cl)cc1	-7	39	0	-10	0	19	2	0.7	-2
O=S(=O)(c1ccccc1)N1N=C(c2ccc(Br)cc2)CC1c1ccco1 (stereo not drawn)	4	1	0	21	0	1	4	1.8	4
CCC(Cc1ccccc1)NC(=O)Cn1ncc2ccsc2c1=O (stereo not drawn)	-2	-2	6	0	1	-5	-1	-0.7	1
CC(C)N(Cc1ccccc1)C(=O)/C=C/c1ccccc1[N+](=O)[O-]	-2	17	-2	14	7	-4	-2	-0.2	-5
O=C(NCC1CCOCC1)c1ccc(OC2CCN(Cc3ccccn3)CC2)cc1	2	0	7	5	5	12	-2	2.7	0
CCOC(=O)c1c(C)[nH]c(C(=O)OCC(=O)Nc2cc(C)ccc2OC)c1C	-1	6	3	4	-4	-3	-2	-0.4	-3
CCN(C(=O)c1c(-c2ccccc2)noc1C)c1ccccc1	-2	-1	4	-5	6	0	1	0.6	-2

New compounds follow
canonical_smiles	TPT1 inhibitor	AHR act	PAFAH2 FP inh	HCV core dimer	procasp3 activ	proCasp7 act	Fh CTSL1 inh	PP5 primary	PP1 counter
CC(C)C(C(=O)NCc1ccco1)N(Cc1ccco1)C(=O)CNS(=O)(=O)c1ccc(F)cc1 (stereo not drawn)	0	0	18	-12	0	4	1	2.1	-1
Cc1c([N+](=O)[O-])c([N+](=O)[O-])nn1CC(=O)N1CCCCC1	2	-1	-4	-3	8	17	-1	2.6	3
O=C(c1ccc(-c2ccccc2)cc1)N1CCN(c2ccccc2)CC1	3	1	-38	12	6	-16	-3	3.0	5
CCOC(=O)Cn1ncc2c3ccccc3n(CC(=O)OCC)c2c1=O	-4	2	0	1	-3	-1	6	-1.5	-5
Cc1ccc(-n2nnc3c(=O)n(CC(=O)N4CCCC4)cnc32)cc1	-3	-2	6	0	-13	0	-1	0.7	-4
Fc1ccc(-n2cnnn2)c(F)c1	-6	1	10	-2	5	1	-2	-0.4	-3
CCN(CC)CCCn1c2c(c(SCC(=O)N3CCCc4ccccc43)nc1=O)CCC2	-1	-1	4	-7	-1	2	-4	-1.2	1

Three entries drawn at random from the list so far, as already listed:
canonical_smiles	TPT1 inhibitor	AHR act	PAFAH2 FP inh	HCV core dimer	procasp3 activ	proCasp7 act	Fh CTSL1 inh	PP5 primary	PP1 counter
Fc1ccc(-n2cnnn2)c(F)c1	-6	1	10	-2	5	1	-2	-0.4	-3
O=C(c1ccc(-c2ccccc2)cc1)N1CCN(c2ccccc2)CC1	3	1	-38	12	6	-16	-3	3.0	5
CCN(CC)CCCn1c2c(c(SCC(=O)N3CCCc4ccccc43)nc1=O)CCC2	-1	-1	4	-7	-1	2	-4	-1.2	1
